Source: PubChem (several laboratories)
PP1 counter: blocks human PP1-alpha phosphatase, a PP5 counter-screen; inhibition, % at 6.7 µM; P62136; 320,000 compounds, 0.9% hits; purified PP1alpha, OMFP fluorescence;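 active means inhibition above the mean inhibition of all tested compounds plus 3 SD, computed separately for each screening campaign, cut at about 15% in these data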
Target sequence (P62136 whole entry, looked up): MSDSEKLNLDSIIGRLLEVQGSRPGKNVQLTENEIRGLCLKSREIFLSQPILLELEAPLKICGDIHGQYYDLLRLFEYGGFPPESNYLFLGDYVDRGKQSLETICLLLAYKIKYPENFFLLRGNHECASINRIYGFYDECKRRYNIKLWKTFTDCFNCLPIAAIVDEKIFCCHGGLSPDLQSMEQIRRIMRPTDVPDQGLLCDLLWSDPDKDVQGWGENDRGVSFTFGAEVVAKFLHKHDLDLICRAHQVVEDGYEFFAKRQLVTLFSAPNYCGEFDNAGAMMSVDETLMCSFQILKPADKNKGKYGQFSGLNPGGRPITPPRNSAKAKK
TPT1 inhibitor: inhibitors of Candida albicans tRNA 2'-phosphotransferase TPT1; recombinant caTPT1, FP RNA substrate dephosphorylation; inhibition, % at 5 µM; 300,000 compounds, 0.81% hits; AID 1962;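 active means inhibition above the mean of all tested compounds plus 3 SD, set per screening campaign, cut at about 24% in these data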;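 further: plate controls were DMSO alone for no effect and ferristatin control at 100 nM for full effect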
core dimer inh: blocks dimerization of HCV core protein. TR-FRET GST/Flag-core106 dimerization, 1536-well. inhibition, % at 5 µM. 300,000 compounds, 0.33% hits;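 active means inhibition above the mean of all tested compounds plus 3 SD, set per screening campaign, cut at about 45% in these data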
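Test system: GST/Flag-tagged HCV core106 proteins; Medium: KF-containing HEPES buffer, pH 7.45, DTT, CHAPS, BSA; Times: compound-protein-antibody incubation 4 h at 22.5 °C; Detection: TR-FRET 671 and 617 nm emission; Benchmarks: wells lacking GST-core106 and wells with excess unlabelled core106.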
PREPL inhibitor: inhibitors of human prolyl oligopeptidase-like enzyme PREPL; 320,000 compounds, 0.68% hits; inhibition, % at 5.96 µM; recombinant PREPL, fluorescence polarization activity-based probe; Q4J6C6; in the data active means inhibition above about 43%;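 further: 0% = enzyme with DMSO and 100% = wells lacking enzyme; many of its hits are not listed in these tables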
Fh CTSL1 inh: blocks F. hepatica cathepsin L1 in PFM18AAP counter-screen | recombinant F. hepatica cathepsin L1, Z-Leu-Arg-MCA fluorescence | inhibition, % at 5.96 µM | 300,000 compounds, 0.49% hits;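 active means inhibition above the mean of all tested compounds plus 3 SD, set per screening campaign, cut at about 17% in these data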;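 further: 0% = plate median of test compound wells and 100% = 1 µM Z-Phe-Ala-diazomethylketone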
Efflux pump inh: inhibitors of Candida antifungal efflux pumps expressed in yeast; S. cerevisiae Candida pump triplex, Nile Red efflux; inhibition, % at 10 µM; 330,000 compounds, 0.44% hits;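 active means plate passing quality check with inhibition over a set limit, or well fluorescence over plate mean plus 4 SD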;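 further: Nile Red retained in pooled yeast measured as flow cytometry median fluorescence; 0% = buffer negative control and 100% = Enniatin B positive control; higher means more Nile Red kept so more efflux inhibition; some compounds called inactive have numbers as strong as hits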
LYPLA2 counter: blocks human lysophospholipase 2, a PME1 counter-screen; AID 2177; 320,000 compounds, 0.38% hits; inhibition, % at 5.9 µM; recombinant LYPLA2, FP-Rh probe fluorescence polarization;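 active means inhibition above the screen-wide mean plus 3 SD, limit set per campaign, cut at about 26% in these data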;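 further: 0% = LYPLA2 with DMSO and 100% = wells lacking LYPLA2 enzyme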
Target sequence (O95372 whole entry, looked up): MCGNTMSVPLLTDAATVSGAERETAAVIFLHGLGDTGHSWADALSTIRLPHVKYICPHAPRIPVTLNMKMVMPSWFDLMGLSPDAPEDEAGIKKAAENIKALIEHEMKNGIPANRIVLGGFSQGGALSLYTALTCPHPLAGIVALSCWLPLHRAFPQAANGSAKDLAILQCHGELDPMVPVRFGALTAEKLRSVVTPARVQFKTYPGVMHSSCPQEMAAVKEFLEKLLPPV
JMJD2C inh: blocks human GASC-1 demethylase activity | 330,000 compounds, 0.069% hits | GST-JMJD2C(1-420) H3K9me3 demethylation, DELFIA europium | inhibition, % at 2.35 µM | AID 2099 | Q9H3R0;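 active means more than half of a compound's replicate wells show inhibition beyond 50%, single wells judged on their own value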;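 further: signal counts dimethyl H3K9 product captured on neutravidin plate; 0% = median of DMSO wells and 100% = 0.3 times that DMSO median; strong numbers were not always called active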
Target sequence (Q9H3R0 1-420 limits assumed): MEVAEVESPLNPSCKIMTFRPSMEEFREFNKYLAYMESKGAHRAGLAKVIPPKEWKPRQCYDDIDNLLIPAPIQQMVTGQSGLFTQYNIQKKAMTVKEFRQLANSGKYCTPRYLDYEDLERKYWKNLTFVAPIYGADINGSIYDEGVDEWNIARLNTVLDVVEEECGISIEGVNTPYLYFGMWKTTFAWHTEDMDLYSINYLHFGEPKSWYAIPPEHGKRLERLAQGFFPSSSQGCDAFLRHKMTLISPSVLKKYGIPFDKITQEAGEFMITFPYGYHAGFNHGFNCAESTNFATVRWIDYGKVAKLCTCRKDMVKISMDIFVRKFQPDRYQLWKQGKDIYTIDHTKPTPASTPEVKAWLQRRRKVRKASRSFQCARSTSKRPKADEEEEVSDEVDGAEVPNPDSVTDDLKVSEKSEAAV
PP5 inh: blocks human protein phosphatase 5 activity; P53041; purified PP5c, OMFP substrate fluorescence; inhibition, % at 6.7 µM; 320,000 compounds, 0.18% hits;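 active means inhibition above the campaign's mean inhibition across all tested compounds plus 3 SD, cut at about 9.5% in these data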;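 further: 0% = DMSO only and 100% = 100 µM cantharidin control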
Active calls of the source: *; i = inactive; . = not tested or not shown; & = joins results of further samples. This is a subset; count on the stated rates, not on these rows.

SMILES | PP1 counter | TPT1 inhibitor | core dimer inh | PREPL inhibitor | Fh CTSL1 inh | Efflux pump inh | LYPLA2 counter | JMJD2C inh | PP5 inh
CCC(CC)NC(=O)CSc1nnc(-c2ccc(OC)cc2)n1C(C)C | 2.9 | -1.0 | -2.3 | -3.5 | -14.3 | 0.3 | 0.3 | 39.3 | -0.5
CCc1nnc(NC(=O)C(NS(=O)(=O)c2ccc3c(c2)OCCO3)C(C)C)s1 (stereo not given) | 4.1 | -0.9 | 2.7 | -0.9 | 0.7 | -0.3 | 5.6 | -3.5 | 1.3
O=C(Nc1ccc2c(c1)OCCO2)Nc1ccc2c(c1)OCO2 | 1.4 | -1.0 | 4.4 | 3.0 | 0.0 | 0.0 | 6.2 | -5.5 | 1.8
CCOC(=O)C1CCN(c2c(C(=O)c3ccccc3)cnc3ccc(Cl)cc23)CC1 | 0.0 | -3.3 | 0.8 | -6.0 | 2.5 | 0.5 | -3.7 | 8.7 | 2.3
O=[N+]([O-])c1cccc(N/N=C/c2ccc(N3CCOCC3)cc2)c1 | 10.0 | -1.8 | -35.0 | 30.0 | 7.4 | -0.1 | 8.8 | 12.1 | 2.7
O=C(CCCN1C(=O)/C(=C/c2ccccc2)SC1=S)NCCCn1ccnc1 | 3.9 | 0.3 | -0.1 | 17.6 | -0.1 | 0.0 | 7.2 | 2.3 | 0.5
Cc1cc(C(=O)COC(=O)c2cccc(O)c2)c(C)n1C1CC1 | 0.4 | . | . | 6.3 | . | -0.1 | 5.6 | -7.5 | -0.3
Cc1ccc(-c2cc(C(=O)N3CCN(c4ccccc4O)CC3)c3ccccc3n2)o1 | -2.9 | -2.6 | 0.5 | -29.4 | -0.6 | -0.4 | -5.5 | -8.2 | 2.4
COc1ccc(N2CC(NC(=O)c3cccc4ccccc34)CC2=O)cc1OC (stereo not given) | -1.2 | 0.0 | -0.4 | -5.1 | -1.3 | 0.0 | 0.6 | -24.0 | 2.3
COc1ccc(NC(C)C(=O)Nc2ccc(C#N)cc2)cc1Cl (stereo not given) | -1.8 | -6.5 | -5.9 | -19.5 | -0.3 | -0.1 | 6.7 | 17.2 | 2.2
COc1cccc(CNC(=O)C(C)n2nc(C)n3c(cc4occc43)c2=O)c1 (stereo not given) | -0.1 | 0.9 | -4.0 | -2.0 | -0.3 | 0.1 | -0.1 | 2.0 | 0.1
C=Cn1cc[n+](CC(=O)c2ccc(OC)c(OC)c2)c1 | -1.0 | 0.8 | -5.3 | 19.9 | 1.4 | -0.1 | -2.1 | i | -0.2
CCOCCCNC(=O)c1ccc2c(c1)ncn2C1CCCC1 | -5.5 | -0.2 | -2.0 | 4.0 | 0.0 | 0.0 | -0.9 | 6.8 | -1.2
CN(CC(=O)NCc1ccccn1)S(=O)(=O)c1ccc(F)cc1 | 0.6 | -2.9 | 0.2 | 1.8 | -1.7 | 0.1 | 3.4 | 22.0 | 0.8
COC(=O)c1ccc(OC(=O)C2CSC3(C)CCC(=O)N23)cc1 (stereo not given) | -1.1 | 1.4 | -1.3 | -9.1 | -2.2 | -0.1 | 1.2 | 11.7 | 0.7

Compounds above with a furan ring, fused or not:
SMILES | PP1 counter | TPT1 inhibitor | core dimer inh | PREPL inhibitor | Fh CTSL1 inh | Efflux pump inh | LYPLA2 counter | JMJD2C inh | PP5 inh
Cc1ccc(-c2cc(C(=O)N3CCN(c4ccccc4O)CC3)c3ccccc3n2)o1 | -2.9 | -2.6 | 0.5 | -29.4 | -0.6 | -0.4 | -5.5 | -8.2 | 2.4
COc1cccc(CNC(=O)C(C)n2nc(C)n3c(cc4occc43)c2=O)c1 (stereo not given) | -0.1 | 0.9 | -4.0 | -2.0 | -0.3 | 0.1 | -0.1 | 2.0 | 0.1

Continuation:
SMILES | PP1 counter | TPT1 inhibitor | core dimer inh | PREPL inhibitor | Fh CTSL1 inh | Efflux pump inh | LYPLA2 counter | JMJD2C inh | PP5 inh
CN(c1ccccc1)S(=O)(=O)c1ccc(NC(=S)Nc2ccccc2)cc1 | -0.5 | -2.1 | 1.6 | 0.2 | -1.8 | -0.1 | 0.4 | -1.1 | 1.3
COC(=O)c1sc(S(=O)(=O)N2CCCCC2C(=O)O)c(C(=O)OC)c1C (stereo not given) | -2.5 | -4.6 | -0.9 | 6.6 | 1.2 | -0.1 | -6.9 | -4.5 | -1.2
CCOC(=O)CC(NC(=O)CCc1c(C)nc2ncnn2c1C)c1ccc(OC(C)C)cc1 (stereo not given) | -2.1 | -1.6 | 2.4 | -8.6 | -4.2 | 0.0 | -3.0 | -2.5 | -0.1
CCCCNC(=O)c1cccc(NC(=O)C(=O)c2ccccc2NC(C)=O)c1 | -5.2 | -1.8 | -0.8 | 8.1 | 0.4 | -0.1 | 5.7 | 1.6 | -2.3
C=CCn1c(SCC(=O)NC(=O)NC2CCCC2)nnc1C1CCCCC1 | 0.6 | -2.6 | -1.9 | 17.7 | -3.1 | 0.1 | 6.0 | -2.4&-5.6 | 2.1
CN(C)CCCN(C(=O)c1ccco1)c1nc(-c2ccc(Cl)cc2)cs1 | 4.8 | 0.4 | -5.1 | -127.9 | -4.3 | 0.3 | 0.0 | -4.8 | 2.3
CCOC(=O)c1ccccc1NC(=O)CCNC(=O)Cn1cnc2ccccc2c1=O | -2.8 | -2.6 | 2.9 | -2.2 | -1.0 | 0.0 | -5.6 | 1.8 | -0.1
O=C(CNC1CCCCCC1)Nc1ccc(N2CCCC2)cc1 | 1.1 | -1.6 | -6.3 | 5.9 | -1.7 | 0.0 | 0.0 | -5.4 | 1.9
O=C(NC(Cc1ccccc1)C(=O)NCCc1ccccn1)c1cccs1 (stereo not given) | 2.6 | 0.3 | 0.0 | -3.8 | 0.2 | 0.1 | -12.3 | 6.6 | 0.9
CCOC(=O)N1CCc2c(sc3c2c(=O)n(-c2ccc(CC)cc2)c(=O)n3CC(=O)NCC2CCCO2)C1 (stereo not given) | -1.0 | -4.2 | -10.9 | -1.1 | 0.2 | -0.1 | 9.2 | -2.7 | 1.9
Cc1cc(C)c(OCC(=O)OCC(=O)N2CCN(C(=O)c3ccco3)CC2)c(C)c1 | -1.0 | 1.5 | -3.5 | 2.9 | -8.5 | -0.1 | -0.6 | 20.1 | 1.0
COc1ccccc1CNC(=O)Cc1c[nH]c2ccccc12 | -1.8 | -1.1 | 3.6 | -4.4 | 3.4 | 0.0 | 2.2 | -6.1 | 1.6
Cc1cc(C)nc(N2C(=O)CC(Cc3ccccc3)C2=O)n1 (stereo not given) | 1.9 | -0.6 | 2.5 | 16.5 | -3.6 | 0.3 | 5.6 | -5.6 | 1.8
CCOC(=O)CCC(=O)NNC(=O)COc1ccc(C(C)C)cc1Br | 1.0 | -4.9 | 0.6 | 5.7 | -11.4 | 0.4 | -10.4 | -0.6 | -4.5
O=C(NCCN1CCOCC1)c1ccc(F)cc1 | -0.3 | -1.7 | 0.7 | -4.4 | -3.3 | -0.1 | 2.9 | 2.9 | 2.7
Cc1[nH]c2ccccc2c1C(=O)C(=O)N1CCN(c2cccc(Cl)c2)CC1 | -2.1 | -2.5 | 2.1 | -18.9 | -0.6 | 0.1 | 10.9 | 5.0 | 1.7
Cc1cccc(Nc2nc(-c3ccccc3)c(C(=O)Nc3cccnc3)s2)c1 | 6.0 | -0.3 | -53.3 | 6.0 | 2.4 | 0.0 | -11.6 | 0.4 | 5.6
CCc1ccccc1N(CC(=O)NCc1ccco1)C(=O)CCC(=O)Nc1ccccn1 | -3.4 | -2.1 | 5.1 | 1.6 | 2.3 | -0.2 | -0.4 | -8.8 | -1.4
O=C(NCCCNC(=O)c1ccc(Cl)cc1Cl)c1ccccn1 | -1.2 | -3.3 | -13.3 | 0.1 | -1.0 | -0.1 | -0.2 | 12.6 | 1.1
COC(=O)c1sccc1NC(=O)c1c(Cl)cccc1Cl | -3.2 | 2.2 | -0.3 | -1.6 | 3.1 | 0.1 | -0.8 | -6.9 | 1.2
O=C(C[n+]1ccccc1)N/N=C/c1cc(Br)ccc1O | -0.1 | -3.6 | 3.1 | 11.1 | 5.4 | -0.2 | 5.6 | -7.8 | 1.1
CCn1c(=O)c(-[n+]2ccccc2)c(O)c2ccccc21 | -4.9 | -0.8 | -3.7 | -6.1 | 1.5 | 0.0 | -1.3 | -34.9 | 1.9
CCN(CC)c1ccc(/C=N/OCC(=O)N2CCCc3ccccc32)cc1 | 4.0 | -0.3 | 5.7 | 5.5 | 3.2 | -0.2 | 0.2 | -14.8 | 2.2
O=S1(=O)N=C(N2CCN(Cc3ccccc3)CC2)c2ccccc21 | -2.3 | -3.2 | -4.4 | 5.6 | 0.9 | 0.0 | -3.5 | -6.1 | 1.3
CC(C)(C)CN1C(N)=NC[C@@H]1Cc1ccc(O)cc1 | -1.3 | -3.0 | 4.0 | 1.9 | -4.2 | -0.1 | -4.4 | 2.2 | 1.0
CCN(CC(=O)NC1CCCC1)S(=O)(=O)c1ccc(F)cc1 | -11.9 | -1.2 | -0.7 | 15.9 | 1.7 | -0.2 | -2.3 | 9.3 | -6.3
Cc1cnc(C(=O)N2CCN(S(=O)(=O)c3ccc4ccccc4c3)CC2)cn1 | -2.9 | 0.3 | 3.6 | 8.9 | -1.7 | -0.3 | 5.1 | 7.1 | -3.0
Cc1ccc(SCC(=O)NNC(=O)C2CCCCC2)cc1 | -6.6 | -3.1 | -2.1 | 6.7 | -1.1 | -0.1 | 1.9 | 9.8 | -0.5
O=C(O)CNC(=O)CCN1C(=O)c2ccccc2C1=O | -2.2 | -3.9 | -1.0 | 3.6 | -3.5 | -0.3 | 0.0 | 6.6 | 2.2
CCOC(=O)c1cccc(NC(=O)CSc2nc(N)cc(N)n2)c1 | -0.6 | -1.8 | -3.1 | -5.6 | -5.5 | -0.2 | -1.0 | -1.4 | 0.9
CCN1CCN(Cc2ccc(NC(=O)c3ccc(C)c(NC(=O)C4=NN(c5ccccc5)C(=O)C4)c3)cc2C(F)(F)F)CC1 | 18.4* | 0.9 | 3.4 | 2.0 | 0.9 | -0.1 | -5.2 | 12.2 | 3.3
CN1CCCC1CCNc1ccc2sc3ccccc3c(=O)c2c1 (stereo not given) | -0.5 | -8.7 | -40.7 | 50.9* | -0.8 | 2.0* | 1.4 | -3.5 | -4.0
CCOCC(=O)Nc1c(C)n(C)n(-c2ccccc2)c1=O | -1.0 | 0.6 | -4.3 | -1.1 | 0.9 | -0.1 | -2.3 | 8.4 | 4.6
CCc1nnc(NC(=O)CSc2nnc(-c3cccnc3)n2CCc2ccccc2)s1 | 0.3 | -1.2 | -5.0 | -13.0 | 0.0 | 0.6 | 5.9 | -2.3 | 2.7
O=C(Nc1ccc2c(c1)CCC2)c1ccc(Br)s1 | 4.3 | -6.1 | 7.7 | 1.1 | 4.7 | -0.1 | -2.1 | 4.3 | 3.1
Nc1nc2nc(-c3ccc(F)cc3)cc(C(F)(F)F)n2n1 | -6.4 | 1.5 | 2.4 | -14.2 | 3.4 | 0.1 | 7.9 | 2.7 | 1.3
COc1ccc2c(c1)c(C(=O)O)c(C)n2-c1ccc(Cl)cc1 | -2.1 | -2.1 | -0.6 | -12.7 | -1.6 | 0.0 | 4.9 | 9.0 | -0.8
CCOC(=O)c1ccc(NC(=O)CC2S/C(=N/N=C3/NC(=O)CS3)NC2=O)cc1 (stereo not given) | 0.3 | 0.6 | 2.9 | 2.3 | 2.8 | 0.1 | 32.0* | -6.5 | -1.0
Cc1ccc(SC2=C(Sc3ccc(C)cc3)C(=O)c3ccccc3C2=O)cc1 | -0.5 | -3.1 | 0.1 | 18.1 | -6.2 | 0.0 | 17.6 | 13.4 | 1.1
